Screening data: PubChem BioAssay, Broad Institute
Mtb BioA inh: blocks M. tuberculosis BioA enzyme activity. inhibition, % at 9.99 µM. purified M. tuberculosis BioA enzyme, plate reader. 0.096% of 360,000 active; in the data active = inhibition above about 40%
* marks the source's active call; other numbers are inactive results.

SMILES	Mtb BioA inh
C[C@H]1CN([C@@H](C)CO)C(=O)Cc2cc(NS(=O)(=O)c3cccs3)ccc2O[C@@H]1CN(C)C(=O)Nc1cccc2ccccc12	0.2
C[C@H]1CCCCO[C@H](CN(C)Cc2ccc3c(c2)OCO3)[C@@H](C)CN([C@@H](C)CO)C(=O)c2cc(NC(=O)C3CCCCC3)ccc2O1	0.1
C[C@@H]1CN([C@H](C)CO)C(=O)c2cc(NS(=O)(=O)c3ccc(F)cc3)ccc2O[C@@H]1CN(C)C(=O)Nc1cccc2ccccc12	0.2
CC(C)C#Cc1ccc([C@@H]2[C@@H](CO)N3CCCCN(C(=O)Nc4ccccc4)C[C@@H]23)cc1	-3.5
Cc1noc(C)c1NC(=O)Nc1ccc2c(c1)C(=O)N([C@H](C)CO)C[C@@H](C)[C@H](CN(C)C(=O)Nc1ccc3c(c1)OCO3)OCCCC[C@@H](C)O2	-0.9
COC(=O)[C@H]1[C@H](CO)[C@H]2Cn3c(cccc3=O)[C@@H]1N2C(=O)C1CC1	-1.8
CCCNC(=O)N(C)C[C@@H]1Oc2ncc(C#CCc3ccccc3)cc2C(=O)N([C@@H](C)CO)C[C@@H]1C	3.5
CC=Cc1ccc2n(c1=O)C[C@H]1[C@H](CO)[C@@H](C(=O)NC3CCCCC3)N(C(=O)C3CC3)[C@@H]21 (mixture of isomers)	-1.0
COc1cccc(NC(=O)N2C[C@@H](O)COC[C@@H]3O[C@@H](CC(=O)NCc4ccccc4F)CC[C@H]32)c1	1.4
C[C@H]1CN([C@@H](C)CO)C(=O)Cc2cc(NC(=O)CCN3CCOCC3)ccc2O[C@H]1CN(C)S(=O)(=O)c1cn(C)cn1	-4.2
COCC#Cc1ccc2c(c1)O[C@@H](CN(C)C(=O)Nc1ccccc1F)[C@H](C)CN([C@@H](C)CO)S2(=O)=O	-6.0
C/C=C/c1cnc2c(c1)C(=O)N([C@H](C)CO)C[C@H](C)[C@@H](CN(C)CC1CCOCC1)O2	-0.2
Cn1cnc(S(=O)(=O)N[C@H]2C=C[C@@H](CC(=O)Nc3ccccc3)O[C@@H]2CO)c1	-1.8
O=C(Nc1cccc(Cl)c1)N[C@@H]1CC[C@H](CCNC(=O)C2CCC2)O[C@H]1CO	2.1
COc1cccc(CNC(=O)C[C@@H]2CC[C@H](NC(C)=O)[C@@H](CO)O2)c1	-1.0
C[C@H]1CN([C@@H](C)CO)C(=O)c2cccc(NC(=O)Nc3ccccc3)c2O[C@@H]1CN(C)S(=O)(=O)c1cn(C)cn1	-3.4
C[C@H]1CN([C@@H](C)CO)C(=O)c2ccccc2-c2ccccc2CO[C@H]1CN(C)C(=O)Oc1ccccc1	0.6
O=C(N[C@H]1CC[C@@H](CCNC(=O)C2CC2)O[C@@H]1CO)c1ccncc1	1.1
COc1ccc(S(=O)(=O)Nc2cccc3c2O[C@@H](CN(C)Cc2ccncc2)[C@H](C)CN([C@@H](C)CO)C3=O)cc1	-4.8
CC(C)CC#Cc1ccc2c(c1)O[C@@H](CN(C)Cc1ccccc1F)[C@H](C)CN([C@@H](C)CO)S2(=O)=O	-0.6
Cc1cccc(-c2ccc([C@H]3[C@@H](CO)N4CCCCN(S(=O)(=O)c5ccccc5C)C[C@@H]34)cc2)c1	-3.8
O=C(Nc1ccc(Cl)cc1)N1C[C@@H]2[C@H](c3ccccc31)[C@@H](CO)N2C(=O)c1cccnc1	0.1
CNC(=O)C[C@H]1CC[C@H]2[C@H](COc3ccc(NC(=O)Nc4ccccc4F)cc3C(=O)N2C)O1	0.0
C[C@H]1CN([C@@H](C)CO)S(=O)(=O)c2ccc(C#CCN(C)C)cc2O[C@H]1CN(C)Cc1ccncc1	0.8
O=C(C[C@@H]1C[C@H]2c3cc(NC(=O)C4CCC4)ccc3O[C@H]2[C@@H](CO)O1)NCCN1CCCCC1	-1.7
C[C@H](CO)N1C[C@H](C)[C@@H](CN(C)Cc2cccc3c2OCCCO3)OCc2ccccc2-c2ccccc2C1=O	4.2
O=C(C[C@H]1CC[C@@H]2[C@H](COC[C@@H](O)CN2Cc2nccs2)O1)NCc1ccc(Cl)cc1	-3.6
C[C@H](CO)N1C[C@H](C)[C@H](CN(C)Cc2ccc3c(c2)OCO3)OCc2ccccc2-c2ccccc2C1=O	1.9
C[C@@H]1CN([C@@H](C)CO)C(=O)c2cccc(NC(=O)c3ccc(-c4nccs4)cc3)c2O[C@H]1CN(C)S(=O)(=O)c1ccc(F)cc1	1.3
C[C@H]1CCCCO[C@H](CN(C)C(=O)CCCN(C)C)[C@@H](C)CN([C@@H](C)CO)C(=O)c2cc(NC(=O)Nc3ccc(F)cc3)ccc2O1	-1.0

Part of the list above in order of SMILES length, descending.
SMILES	Mtb BioA inh
C[C@H]1CCCCO[C@H](CN(C)C(=O)CCCN(C)C)[C@@H](C)CN([C@@H](C)CO)C(=O)c2cc(NC(=O)Nc3ccc(F)cc3)ccc2O1	-1.0
C[C@@H]1CN([C@@H](C)CO)C(=O)c2cccc(NC(=O)c3ccc(-c4nccs4)cc3)c2O[C@H]1CN(C)S(=O)(=O)c1ccc(F)cc1	1.3
COc1ccc(S(=O)(=O)Nc2cccc3c2O[C@@H](CN(C)Cc2ccncc2)[C@H](C)CN([C@@H](C)CO)C3=O)cc1	-4.8
CC(C)CC#Cc1ccc2c(c1)O[C@@H](CN(C)Cc1ccccc1F)[C@H](C)CN([C@@H](C)CO)S2(=O)=O	-0.6
Cc1cccc(-c2ccc([C@H]3[C@@H](CO)N4CCCCN(S(=O)(=O)c5ccccc5C)C[C@@H]34)cc2)c1	-3.8
C[C@H](CO)N1C[C@H](C)[C@@H](CN(C)Cc2cccc3c2OCCCO3)OCc2ccccc2-c2ccccc2C1=O	4.2
O=C(C[C@@H]1C[C@H]2c3cc(NC(=O)C4CCC4)ccc3O[C@H]2[C@@H](CO)O1)NCCN1CCCCC1	-1.7
O=C(Nc1ccc(Cl)cc1)N1C[C@@H]2[C@H](c3ccccc31)[C@@H](CO)N2C(=O)c1cccnc1	0.1
CNC(=O)C[C@H]1CC[C@H]2[C@H](COc3ccc(NC(=O)Nc4ccccc4F)cc3C(=O)N2C)O1	0.0
O=C(N[C@H]1CC[C@@H](CCNC(=O)C2CC2)O[C@@H]1CO)c1ccncc1	1.1

(listing goes on)
SMILES	Mtb BioA inh
O=C(C[C@@H]1CC[C@H]2[C@@H](COC[C@@H](O)CN2Cc2ccc(Oc3ccccc3)cc2)O1)N1CCOCC1	0.4
CCCNC(=O)N(C)C[C@H]1Oc2ncc(C#CC3CCCCC3)cc2C(=O)N([C@@H](C)CO)C[C@H]1C	1.7
C[C@@H]1CN([C@@H](C)CO)C(=O)Cc2cc(NC(=O)c3ccncc3)ccc2O[C@@H]1CN(C)S(=O)(=O)c1ccc(F)cc1	0.2
C[C@@H]1CN([C@H](C)CO)C(=O)c2cccc(NC(=O)NC3CCCCC3)c2O[C@@H]1CN(C)S(C)(=O)=O	-3.5
COc1ccc(S(=O)(=O)N(C)C[C@@H]2OCCCC[C@H](C)Oc3ccc(NC(=O)Cc4ccccc4)cc3C(=O)N([C@H](C)CO)C[C@H]2C)cc1	-3.3
C[C@H](CO)N1C[C@H](C)[C@H](CN(C)CC2CC2)Oc2cc(-c3ccc(C#N)cc3)ccc2S1(=O)=O	-0.1
C[C@@H]1CN([C@@H](C)CO)S(=O)(=O)c2ccc(C#Cc3ccncc3)cc2O[C@H]1CN(C)C(=O)C1CCOCC1	-4.1
C[C@H]1CN([C@@H](C)CO)C(=O)Cc2cc(NC(=O)c3ccncc3)ccc2O[C@H]1CN(C)Cc1ccc(C(=O)Nc2ccccc2N)cc1	0.7
CC(C)NC(=O)N1[C@H](C#N)[C@@H](c2ccc(C#CC3CCCC3)cc2)[C@H]1CO	-6.1
C[C@@H]1CN([C@@H](C)CO)C(=O)c2cccc(NS(=O)(=O)c3cccs3)c2O[C@@H]1CN(C)C(=O)NC1CCCCC1	-2.2
C[C@@H]1CCCCO[C@@H](CN(C)C(=O)CCCN(C)C)[C@@H](C)CN([C@H](C)CO)C(=O)c2cc(NC(=O)Nc3ccccc3)ccc2O1	-1.0
CN(C)C(=O)C[C@H]1C[C@@H]2c3cc(NC(=O)C4CCOCC4)ccc3O[C@@H]2[C@@H](CO)O1	-1.2
CCCC#Cc1ccc2c(c1)O[C@H](CN(C)C(=O)CC)[C@H](C)CN([C@@H](C)CO)S2(=O)=O	1.9
CC(C)NC(=O)N(C)C[C@H]1OCc2ccccc2-c2c(n(C)c3ccccc23)C(=O)N([C@H](C)CO)C[C@@H]1C	-0.5
C/C=C/c1ccc([C@@H]2[C@@H](CNC(=O)C3CCC3)N(C(=O)NCCC)[C@H]2CO)cc1	3.0
Cc1ccc(-c2cnc3c(c2)C(=O)N([C@@H](C)CO)C[C@H](C)[C@H](CN(C)C(=O)c2ccncc2)O3)cc1	-1.2
CNC(=O)C[C@H]1CC[C@@H]2[C@@H](COc3ccc(NC(=O)Nc4cc(C)cc(C)c4)cc3C(=O)N2C)O1	1.0
COCC(=O)Nc1ccc2c(c1)C(=O)N(C)[C@H]1CC[C@@H](CC(=O)NCc3ccc(OC)cc3)O[C@@H]1CO2	-1.1
CO[C@@H]1CN(C)C(=O)c2cc(NC(=O)C3CC3)ccc2OC[C@@H](C)N(Cc2cccc(F)c2)C[C@H]1C	1.7
CC(C)NC(=O)Nc1ccc2c(c1)C(=O)N([C@@H](C)CO)C[C@@H](C)[C@H](CN(C)C(=O)Cc1ccccc1)OCCCC[C@H](C)O2	-0.3
CN(C)c1ccc2c(c1)[C@@H]1C[C@@H](CC(=O)NCc3ccccc3)O[C@H](CO)[C@@H]1O2	-1.0
N#C[C@H]1[C@@H](c2ccc(C#CC3CCCCC3)cc2)[C@H](CO)N1C(=O)c1cccc(F)c1	-3.1
O=C(C[C@H]1CC[C@@H](NC(=O)Nc2ccc(F)cc2)[C@H](CO)O1)NCc1ccccn1	2.5
CN(C)C(=O)C[C@H]1CC[C@@H]2[C@H](COc3ccc(NC(=O)C4CC4)cc3C(=O)N2C)O1	-1.4
Cc1noc(C)c1S(=O)(=O)Nc1ccc2c(c1)C(=O)N([C@@H](C)CO)C[C@H](C)[C@H](CN(C)S(=O)(=O)c1cn(C)cn1)O2	1.2
Cc1cccc(S(=O)(=O)N2CC[C@@H]3[C@@H](CO)N(C)c4ccc(Br)cc4[C@@H]32)c1	11
CC(C)CC#Cc1ccc2c(c1)O[C@H](CN(C)C(=O)CC1CC1)[C@H](C)CN([C@@H](C)CO)S2(=O)=O	-2.0
C[C@@H]1CN([C@H](C)CO)C(=O)Cc2cc(NC(=O)Cc3cn(C)c4ccccc34)ccc2O[C@@H]1CN(C)CC1CC1	-3.5
COC(=O)C[C@@H]1C[C@@H]2c3cc(N)ccc3O[C@@H]2[C@@H](CO)O1	-0.9
C[C@H](CO)N1C[C@H](C)[C@H](CN(C)C(=O)Nc2ccc(F)cc2)Oc2ncc(C3=CCCC3)cc2C1=O	2.1
C[C@H](CO)N1C[C@H](C)[C@H](CN(C)S(=O)(=O)c2ccc(Cl)cc2)Oc2c(NS(=O)(=O)c3cn(C)cn3)cccc2C1=O	0.9
CCCC#Cc1ccc([C@@H]2[C@H]3CN(S(=O)(=O)c4ccccc4C)CCCCN3[C@H]2CO)cc1	-1.9
C[C@H](CO)N1C[C@H](C)[C@H](CN(C)Cc2ccncc2)Oc2ccc(NC(=O)Cc3cn(C)c4ccccc34)cc2C1=O	-0.4
O=C(C[C@@H]1CC[C@@H](NC(=O)c2ccccc2)[C@@H](CO)O1)NCc1ccc(Oc2ccccc2)cc1	-0.2
COc1ccc(C(=O)N2C[C@@H]3[C@H](c4ccccc42)[C@H](CO)N3C(=O)c2ccc(F)cc2)cc1	-2.5
CN1c2ccc(-c3ccccc3)cc2[C@@H]2[C@@H](CCN2C(=O)CN2CCOCC2)[C@@H]1CO	4.9
CC=Cc1ccc2n(c1=O)C[C@H]1[C@H](CO)[C@@H](C(=O)NC3CCC3)N(C(=O)C3CCC3)[C@@H]21 (mixture of isomers)	0.2
O=C(Cc1ccncc1)NCC[C@@H]1CC[C@H](NC(=O)C2CCC2)[C@H](CO)O1	-0.2
C[C@@H]1CCCCO[C@H](CN(C)Cc2ccc(C(=O)O)cc2)[C@@H](C)CN([C@H](C)CO)C(=O)c2cc(NC(=O)Cc3ccccc3)ccc2O1	-3.4
C[C@@H](NC(=O)C[C@H]1CC[C@@H](NC(=O)C2CC2)[C@H](CO)O1)c1ccccc1	1.2
Cc1noc(C)c1NC(=O)Nc1ccc2c(c1)C(=O)N([C@@H](C)CO)C[C@@H](C)[C@H](CN(C)C(=O)Nc1ccc3c(c1)OCO3)O2	2.7
CCS(=O)(=O)Nc1ccc2c(c1)C(=O)N(C)[C@@H]1CC[C@@H](CC(=O)N[C@@H]3CCN(Cc4ccccc4)C3)O[C@H]1CO2	-1.6
CCCNC(=O)N(C)C[C@@H]1Oc2ncc(-c3cccc(C#N)c3)cc2C(=O)N([C@@H](C)CO)C[C@@H]1C	-1.2
CO[C@H]1CN(C)C(=O)c2ccc(NC(C)=O)cc2OC[C@H](C)N(S(=O)(=O)c2cn(C)cn2)C[C@H]1C	4.0
C[C@@H]1CN([C@H](C)CO)C(=O)c2cc(C#C[C@@H](C)O)cnc2O[C@@H]1CN(C)Cc1ccccn1	1.0
COc1ccc(S(=O)(=O)Nc2ccc3c(c2)C(=O)N([C@@H](C)CO)C[C@H](C)[C@@H](CN(C)S(=O)(=O)c2ccc(C)cc2)OCCCC[C@@H](C)O3)cc1	-0.2
C[C@@H]1CN([C@H](C)CO)C(=O)Cc2cc(NS(=O)(=O)c3cn(C)cn3)ccc2O[C@H]1CN(C)CC1CC1	0.7
C[C@H]1CN([C@@H](C)CO)C(=O)Cc2cc(NC(=O)Cc3cn(C)c4ccccc34)ccc2O[C@@H]1CN(C)Cc1ccc(Oc2ccccc2)cc1	-2.0
O=C(C[C@@H]1CC[C@H]2[C@@H](COC[C@H](O)CN2C(=O)c2ccccc2F)O1)N1CCOCC1	-0.4
C[C@@H]1CN([C@H](C)CO)C(=O)c2cccc(NS(=O)(=O)c3cccs3)c2O[C@@H]1CN(C)C(=O)Nc1ccc2c(c1)OCO2	-0.2

These rows are one share of the data, so the mix of outcomes need not match the whole.
